TPT1 inhibitor = Candida albicans TPT1 enzyme inhibitors, primary screen, biochemical, fluorescence polarization; tRNA 2'-phosphotransferase TPT1 (Candida albicans SC5314); recombinant caTPT1, FP RNA substrate dephosphorylation; inhibition, % at 5 µM; 300,000 tested, 0.81% active; AID 1962, 2009;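 active = inhibition above the mean of all tested compounds plus 3 SD, set per screening campaign, cut at about 24% in these data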;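 also: plate controls were DMSO alone for no effect and ferristatin control at 100 nM for full effect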
proCasp7 act = procaspase-7 activators, primary screen, counter-screen for procaspase-3 activator project, biochemical, absorbance, HTS, human. Caspase-7 (Homo sapiens), P55210. 330,000 tested, 0.093% active. activation, % at 8.5 µM. recombinant procaspase-7, Ac-DEVD-pNA absorbance 405 nm; D23A/D198A/D206A triple mutant, cannot self-cleave; scale: DMSO 0, 5 µM enzyme 100;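 active = percent activation above the screen-wide mean plus 3 SD, cut at about 25% in these data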
Target sequence (P55210 whole entry D23A/D198A/D206A): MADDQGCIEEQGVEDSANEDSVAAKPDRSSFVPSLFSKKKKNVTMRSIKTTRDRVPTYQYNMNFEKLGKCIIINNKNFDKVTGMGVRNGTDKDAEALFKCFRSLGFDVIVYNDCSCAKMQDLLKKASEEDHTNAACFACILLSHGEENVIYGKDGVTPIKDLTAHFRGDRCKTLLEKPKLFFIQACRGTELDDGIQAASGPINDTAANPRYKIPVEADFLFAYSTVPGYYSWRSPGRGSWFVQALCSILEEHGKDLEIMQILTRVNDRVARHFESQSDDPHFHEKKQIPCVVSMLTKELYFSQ
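System: Uncleavable procaspase-7 mutant enzyme; Amount: 2 µM procaspase-7 mutant as dispensed; Schedule: 1 h compound preincubation, 2 h substrate cleavage, 25 °C; Measured by: 405 nm absorbance of p-nitroaniline; Evaluation: percent activation from buffer-corrected 0–120 min absorbance change; Control set: low DMSO alone, high DMSO plus 5 µM PC-7.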
HCV core dimer = inhibitors of HCV core protein dimerization, primary screen, biochemical, TR-FRET, high-throughput | TR-FRET GST/Flag-core106 dimerization, 1536-well | 300,000 tested, 0.33% active | inhibition, % at 5 µM | AID 1899, 2009;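 active = inhibition above the mean of all tested compounds plus 3 SD, set per screening campaign, cut at about 45% in these data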
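System: GST-tagged and Flag-tagged HCV core protein residues 1-106 / Input: core106 proteins, GST 13.5 nM and Flag 17 nM / Buffer or medium: KF-containing HEPES buffer, pH 7.45, DTT, CHAPS, BSA / Probe or stimulus: Eu-anti-GST and XL665-anti-Flag labelled anti-tag antibodies / Schedule: 4 h, 22.5 °C incubation / Technique: TR-FRET 671 and 617 nm emission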
PP5 inh = PP5 phosphatase inhibitors, primary screen, biochemical, fluorescence. inhibition, % at 6.7 µM. 320,000 tested, 0.18% active. purified PP5c, OMFP substrate fluorescence. Serine/threonine-protein phosphatase 5 (Homo sapiens), P53041;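 active = inhibition above the campaign's mean inhibition across all tested compounds plus 3 SD, cut at about 9.5% in these data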;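 also: 0% = DMSO only and 100% = 100 µM cantharidin control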
AHR act = AHR activators, primary screen, cell-based, luminescence, luciferase reporter, human; activation, % at 5 µM; AHR-responsive luciferase reporter cells; 320,000 tested, 2.5% active; Aryl hydrocarbon receptor (Homo sapiens), P35869; in the data active = activation above about 47%;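 also: 0% = vehicle wells and 100% = reference agonist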
Fh CTSL1 inh = Fasciola hepatica cathepsin L1 inhibitors, primary screen, counter-screen for PFM18AAP inhibitor project, biochemical, QFRET, fluorogenic peptide substrate; recombinant F. hepatica cathepsin L1, Z-Leu-Arg-MCA fluorescence; inhibition, % at 5.96 µM; 300,000 tested, 0.49% active; AID 1906, 2009;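 active = inhibition above the mean of all tested compounds plus 3 SD, set per screening campaign, cut at about 17% in these data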;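 also: 0% = plate median of test compound wells and 100% = 1 µM Z-Phe-Ala-diazomethylketone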
procasp3 activ = activators of human procaspase-3 D3A mutant, primary screen, biochemical, absorbance, PC-3 D3A mutant, single concentration; activation, % at 8.5 µM; 330,000 tested, 0.11% active; recombinant procaspase-3 D3A, Ac-DEVD-pNA absorbance 405 nm; Caspase-3 (Homo sapiens), P42574;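 active = activation above the mean of all tested compounds plus 3 SD, cut at about 21% in these data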;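 also: 0% = DMSO alone and 100% = DMSO wells spiked with extra 5 µM PC-3 D3A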
Target sequence (P42574 whole entry D9A/D28A/D175A): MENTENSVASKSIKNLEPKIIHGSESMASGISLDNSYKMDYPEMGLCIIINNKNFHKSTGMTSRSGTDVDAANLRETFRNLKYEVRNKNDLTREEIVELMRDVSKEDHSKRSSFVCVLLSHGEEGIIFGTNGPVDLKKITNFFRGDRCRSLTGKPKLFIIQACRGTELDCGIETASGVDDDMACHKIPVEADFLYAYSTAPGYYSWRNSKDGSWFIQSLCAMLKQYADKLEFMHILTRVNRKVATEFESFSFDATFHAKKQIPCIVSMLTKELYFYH
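Test system: Procaspase-3 D3A mutant; medium: Zinc-free HEPES/NaCl buffer with 0.01% Triton X-100 at pH 7.4; reagent: DEVD-pNA substrate; doses: one concentration, 8.5 µM nominal, 0.8% DMSO; times: 1 h preincubation plus 2 h reaction at 25 °C; signal: Epi-absorbance at 405 nm of released p-nitroaniline, 0 and 120 min; replicates: singlicate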
PAFAH2 FP inh = PAFAH2 enzyme inhibitors, primary screen, biochemical, fluorescence polarization, human. Platelet-activating factor acetylhydrolase 2, cytoplasmic (Homo sapiens), Q99487. recombinant PAFAH2, FP-rhodamine activity probe. inhibition, % at 3.39 µM. 340,000 tested, 0.99% active;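 active = inhibition above the mean over all tested compounds plus 3 SD, cut at about 30% in these data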;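 also: inhibitors block probe labeling of enzyme so polarization drops; 0% = enzyme with DMSO and 100% = wells lacking PAFAH2 protein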
PP1 counter = PP1-alpha phosphatase inhibitors, primary screen, counter-screen for PP5 inhibitor project, biochemical, fluorescence, OMFP substrate, single point | inhibition, % at 6.7 µM | AID 2235, 2010 | 320,000 tested, 0.9% active | purified PP1alpha;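 active = inhibition above the mean inhibition of all tested compounds plus 3 SD, computed separately for each screening campaign, cut at about 15% in these data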
Target sequence (P62136 whole entry, looked up): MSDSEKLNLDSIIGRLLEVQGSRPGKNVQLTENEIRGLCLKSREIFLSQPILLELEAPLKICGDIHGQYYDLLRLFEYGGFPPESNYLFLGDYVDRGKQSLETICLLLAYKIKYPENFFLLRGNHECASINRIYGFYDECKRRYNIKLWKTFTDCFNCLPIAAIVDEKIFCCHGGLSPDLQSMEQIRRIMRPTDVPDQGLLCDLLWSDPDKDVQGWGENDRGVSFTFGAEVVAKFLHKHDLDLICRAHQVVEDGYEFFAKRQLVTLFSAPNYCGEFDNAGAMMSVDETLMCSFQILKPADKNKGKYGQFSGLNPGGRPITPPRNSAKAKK
Numbers without * were called inactive; . = no result given.

nr	Structure	TPT1 inhibitor	proCasp7 act	HCV core dimer	PP5 inh	AHR act	Fh CTSL1 inh	procasp3 activ	PAFAH2 FP inh	PP1 counter
1	CN(CC(=O)Nc1ccc(N2CCOCC2)cc1)C(=O)CCNC(=O)c1ccc(Br)cc1	1	-3	1	1.1	6	2	19	2	-8
2	CCc1ccccc1NC(=O)c1ccc(NS(C)(=O)=O)cc1	1	0	-3	1.6	0	2	6	.	-5
3	CCCN1CCN(C(=O)c2oc3ccccc3c2NC(=O)C2CC2)CC1	-1	3	-4	-1.0	-2	2	1	10	-2
4	CCN(CC)CCCNC(=O)c1cn(CC)c2ccc(S(=O)(=O)N(C)C3CCCCC3)cc2c1=O	2	0	-4	-1.0	0	0	-3	3	-1
5	O=C(O)c1ccc(CSc2n[nH]c(-c3ccco3)n2)cc1	-1	5	-14	1.4	0	1	-2	0	-1
6	COc1ccc(-c2cc3cc(C(=O)O)ccn3c2C(=O)c2ccccc2)cc1	1	-7	10	-1.7	-1	5	-1	4	-2
7	Cc1ccc(C)c(-c2[nH]ncc2CN2CCCC(CO)(Cc3ccccc3C)C2)c1 (stereo unspecified)	0	9	-3	0.3	1	2	2	6	0
8	NC(=O)COc1ccc(-c2noc(COc3ccccc3[N+](=O)[O-])n2)cc1	0	-2	1	1.9	4	-4	1	2	-5
9	COc1ccc(C(=O)OCCN2CCOCC2)cc1OC	-8	-1	-9	2.5	4	1	5	-6	3
10	COc1ccc(Br)cc1CNC(=O)CCNC(=O)Cn1ccc2ccccc2c1=O	-2	2	0	1.5	3	0	2	-3	-2
11	NS(=O)(=O)c1ccc(NC(=O)c2ccc3c(c2)CCCC3)cc1	0	8	6	-1.6	3	3	-2	0	-2
12	COc1ccc(NC(=O)CSc2nnc(Cn3nnc4ccccc43)n2C)cc1	0	-13	0	7.7	3	-3	-3	-5	-4
13	Cn1c(N2CCCC2)nc2c1c(=O)n(Cc1ccc(Cl)cc1)c(=O)n2C	-1	2	8	2.4	4	1	7	1	3
14	O=C(/C=C/c1ccccc1Cl)NC(=S)Nc1ccccc1C(=O)NC1CCCCC1	1	-9	3	0.7	7	-1	-3	4	-2
15	O=C(Cc1ccc([N+](=O)[O-])cc1)NCc1ccccn1	-4	6	-1	-2.8	3	1	12	-1	-5
16	O=C(NCCCN1CCC(Cc2ccccc2)CC1)C1CCN(S(=O)(=O)N2CCC3(CC2)OCCO3)CC1	-4	5	-1	-1.0	-1	-1	-6	-5	-2
17	CC(C)C[C@H]1C(=O)N2CCC[C@H]2[C@]2(O)O[C@](NC(=O)[C@@H]3C=C4c5cccc6[nH]c(Br)c(c56)CC4N(C)C3)(C(C)C)C(=O)N12 (stereo partly specified)	-19	-4	10	5.8	2	-2	-6	-6	4
18	O=C(NNC(=O)C1CC1)c1cc2cc3ccccc3nc2s1	-2	2	-8	3.7	110*	-1	-12	1	1
19	O=C(NCCc1ccccc1)C(=O)NCC1OCCN1S(=O)(=O)c1cc(F)ccc1F (stereo unspecified)	-3	0	12	1.5	0	0	8	-2	5
20	O=C(Nc1ccc(Cl)cc1)Nc1nnc(Cc2ccc([N+](=O)[O-])cc2)s1	1	4	-1	3.6	0	-1	-8	-1	-1
21	O=C1NC(CCc2ccccc2)C(=O)N1Cc1ccccc1Cl (stereo unspecified)	-2	8	0	1.2	16	-3	-11	3	-2
22	O=C(COC(=O)c1cccnc1Cl)NC(=O)NC1CCCCC1	.	7	.	.	-2	.	7	1	.
23	CCOC(=O)C(Sc1nnc(-c2ccncc2)o1)C(C)=O (stereo unspecified)	0	0	-2	-0.1	-2	-1	-11	2	-2
24	COc1ccc(S(=O)(=O)Nc2nc3ccccc3nc2NCC2CCCO2)cc1 (stereo unspecified)	-1	-8	2	1.4	0	4	0	-2	-2
25	O=C(Nc1nnc(SCc2ccccc2F)s1)C1=COCCO1	-1	2	-3	4.6	3	-1	4	2	1

Complete entries, looked up by structure:
CCc1ccccc1NC(=O)c1ccc(NS(C)(=O)=O)cc1 is entered as TPT1 inhibitor: 1; proCasp7 act: 0; HCV core dimer: -3; PP5 inh: 1.6; AHR act: 0; Fh CTSL1 inh: 2; procasp3 activ: 6; PAFAH2 FP inh: .; PP1 counter: -5
O=C(Nc1nnc(SCc2ccccc2F)s1)C1=COCCO1 is entered as TPT1 inhibitor: -1; proCasp7 act: 2; HCV core dimer: -3; PP5 inh: 4.6; AHR act: 3; Fh CTSL1 inh: -1; procasp3 activ: 4; PAFAH2 FP inh: 2; PP1 counter: 1
O=C(NNC(=O)C1CC1)c1cc2cc3ccccc3nc2s1 is entered as TPT1 inhibitor: -2; proCasp7 act: 2; HCV core dimer: -8; PP5 inh: 3.7; AHR act: 110*; Fh CTSL1 inh: -1; procasp3 activ: -12; PAFAH2 FP inh: 1; PP1 counter: 1

Back to the main list, repeating the 3 entries before the break.
nr	Structure	TPT1 inhibitor	proCasp7 act	HCV core dimer	PP5 inh	AHR act	Fh CTSL1 inh	procasp3 activ	PAFAH2 FP inh	PP1 counter
23	CCOC(=O)C(Sc1nnc(-c2ccncc2)o1)C(C)=O (stereo unspecified)	0	0	-2	-0.1	-2	-1	-11	2	-2
24	COc1ccc(S(=O)(=O)Nc2nc3ccccc3nc2NCC2CCCO2)cc1 (stereo unspecified)	-1	-8	2	1.4	0	4	0	-2	-2
25	O=C(Nc1nnc(SCc2ccccc2F)s1)C1=COCCO1	-1	2	-3	4.6	3	-1	4	2	1
26	Cc1ccc2oc(C(=O)N3CCN(c4cccc(C)n4)CC3)c(C)c2c1	3	-8	4	2.6	4	5	1	6	-1
27	CCN(C(=O)COC(=O)c1cccnc1Nc1ccccc1F)C1CCS(=O)(=O)C1 (stereo unspecified)	-3	7	2	-0.7	2	0	1	-2	-3
28	O=C1CC(c2ccccc2)CC(=NCCO)/C1=C(\O)CCCN1C(=O)c2ccccc2C1=O (stereo unspecified)	-1	0	-4	1.2	1	2	0	5	0
29	COC(=O)c1sc(NC(=O)c2ccc(OC)cc2OC)nc1C	0	11	25	-2.5	-8	-1	5	7	1
30	COc1cc2ccccc2cc1C(=O)NC(=S)Nc1cccc(C(=O)O)c1	-3	6	18	1.1	-1	-2	1	.	4
31	CCOC(=O)C1=C(CN2CCN(C(=O)c3ccco3)CC2)NC(=O)NC1c1ccc(OC(C)C)cc1 (stereo unspecified)	-2	3	2	-0.9	1	5	4	4	-2
32	CSc1cccc(CN2CCCC(CNC(=O)c3ccc(F)cc3)C2)c1 (stereo unspecified)	0	10	-1	0.7	0	-1	5	3	1
33	CN(Cc1ccc(F)cc1)C(=O)C(c1ccccc1)c1ccccc1	-1	-4	5	2.9	1	-2	6	-6	7
34	CCC(C(=O)NCc1ccccn1)n1c2ccccc2c2nc(=O)cc(C)n21 (stereo unspecified)	5	4	11	-0.7	2	-3	15	5	-5
35	CCOn1c(=O)c[n+]([O-])c2ccccc21	9	3	-3	-2.4	6	8	1	-3	-2
36	CCOC(=O)c1c(CSCc2ccccc2)oc2ccc(O)c(CN(C)C)c12	-1	3	-2	0.3	1	0	-7	-5	0
37	CC1(C)Cc2c(cnn2-c2ccccc2)C(NC(=O)CCCN2CCCCC2=O)C1 (stereo unspecified)	-1	8	2	0.3	4	-3	6	1	-1
38	COc1ccc(/C=N/NC(=O)c2cc(-c3cccnc3)nc3ccccc23)c(OC)c1	1	5	6	-0.1	7	0	-1	2	1
39	CCOC(=O)[C@@H]1[C@H]2COc3cc(OC)ccc3[C@@H]2N2C(=O)N(c3ccccc3)C(=O)[C@]12C	.	9	.	.	1	.	4	-1	.
40	CCS(=O)(=O)N1Cc2ccccc2CC1C(=O)NCC12CC3CC(CC(C3)C1)C2 (stereo unspecified)	-5	3	-3	0.5	0	-2	6	7	1
41	CCCN1CCN(CCCNC(=O)CCNC(=O)Cn2ccc3ccccc3c2=O)CC1	-4	-2	-5	3.2	-2	0	-4	12	3
42	Fc1cc(F)cc(NC(=S)N2CCN(c3ncccn3)CC2)c1	-4	-10	-7	0.8	-9	2	3	-3	-1
43	Cc1cc(Cl)c(S(=O)(=O)N2CCSCC2)cc1OCC(N)=O	-2	11	0	-0.8	-1	3	9	-2	-1
44	COc1ccc(Cc2nc3ccc(C(=O)NCC4COCCO4)cc3o2)cc1OC (stereo unspecified)	-1	0	1	0.2	0	-3	4	9	-2
45	CC(C)OC(=O)c1cccc(-c2ccc(C=O)o2)c1	0	-1	25	-1.1	5	1	0	-2	-2
46	O=C(CN1CCC(N2CCCCC2)CC1)N1CCCc2ccccc21	4	10	-6	3.2	-1	-5	6	9	0
47	COc1cccc(C(=O)NCCS(=O)(=O)NC2CCCC2)c1	-1	4	-1	-0.7	-2	2	7	5	-4
48	Clc1ccc(C2=CSC3=NCCN23)cc1Cl	1	-9	-10	-1.4	14	0	-5	1	3
49	CCOC(=O)C(=O)N1CCN(c2nc(-c3ccc(Cl)cc3)cs2)CC1	-3	-6	9	0.1	1	-1	-6	-1	-4
50	CC1(c2ccc3c(c2)OCO3)NC(=O)N(CC(=O)c2ccc[nH]2)C1=O (stereo unspecified)	2	2	4	0.7	2	-2	6	0	0
51	Cc1noc(C)c1C(=O)NCC(=O)Nc1ccccc1Br	.	4	.	.	4	.	-5	4	.
52	COc1cc2c(cc1NC(=O)CSc1ccc(Cl)cc1)oc1ccccc12	1	-1	2	1.9	7	2	-5	-10	-4
53	N/C(=N\c1nc2c(c(=O)[nH]1)CCC2)Nc1ccccc1C(F)(F)F	1	2	-1	0.2	0	5	4	5	-1
54	O=C(NCC1CCCO1)C1CCN(S(=O)(=O)c2cccnc2)CC1 (stereo unspecified)	-2	0	2	1.9	-1	-3	8	-5	-5

High-throughput results deposited in PubChem by The Scripps Research Institute Molecular Screening Center.
